Compound activity: PubChem, several laboratories
Bcl-2 Bim block = inhibitors of Bim-Bcl-2 binding, primary screen, biochemical, multiplexed, human Bcl-2 family | Bead-based flow cytometry, Bim peptide-Bcl-2 binding | inhibition, % at 10 µM | actives 0.06% (n = 190,000) | AID 950, 2007; in the data active means inhibition above about 40%; inconclusive means no clear call, values can overlap the other calls;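 further: 0% = no compound wells with probe peptide and 100% = reference peptide inhibitor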
Mcl1 Bid PPI = Mcl-1/Bid binding inhibitors, primary screen, biochemical, TR-FRET, 1536-well. actives 0.97% (n = 220,000). TR-FRET Mcl-1/Bid-Dy647 peptide binding. AID 1021, 2008. inhibition, % at 21.7 µM;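 active means compounds that cut the binding signal by more than half at the single screening dose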;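 further: His-tagged Mcl-1 with europium anti-His antibody binding Bid BH3 peptide; 0% = Mcl-1 plus peptide wells and 100% = peptide-only wells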
Target sequence (Q07820 whole entry, looked up): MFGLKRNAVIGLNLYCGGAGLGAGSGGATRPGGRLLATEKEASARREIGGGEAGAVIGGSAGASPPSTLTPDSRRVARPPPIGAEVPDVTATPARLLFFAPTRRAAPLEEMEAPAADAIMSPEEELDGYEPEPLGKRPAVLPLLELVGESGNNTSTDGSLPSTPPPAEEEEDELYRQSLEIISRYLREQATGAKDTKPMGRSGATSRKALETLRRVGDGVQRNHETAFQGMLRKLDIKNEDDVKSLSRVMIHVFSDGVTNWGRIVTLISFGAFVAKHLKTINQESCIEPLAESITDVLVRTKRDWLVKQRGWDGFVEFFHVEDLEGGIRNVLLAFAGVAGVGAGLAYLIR
Bcl-XL Bim block = inhibitors of Bim-Bcl-XL binding, primary screen, biochemical, multiplexed, bead flow cytometry, human Bcl-XL; Bcl-2-like protein 1 (Homo sapiens), Q07817; inhibition, % at 10 µM; Bim peptide-Bcl-XL binding, fluorescence; actives 0.04% (n = 190,000)
Target sequence (Q07817 whole entry, looked up): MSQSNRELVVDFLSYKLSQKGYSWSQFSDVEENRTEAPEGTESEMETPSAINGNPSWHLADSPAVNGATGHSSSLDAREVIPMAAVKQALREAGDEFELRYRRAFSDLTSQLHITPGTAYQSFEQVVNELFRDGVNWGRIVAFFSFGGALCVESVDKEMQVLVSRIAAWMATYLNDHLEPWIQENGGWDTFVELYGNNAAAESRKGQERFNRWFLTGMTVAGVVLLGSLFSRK
Bcl-W Bim block = inhibitors of Bim binding to Bcl-W, primary screen, biochemical, multiplexed, bead-based flow cytometry; Bcl-2-like protein 2 (Homo sapiens), Q92843; Bim peptide-Bcl-W binding; inhibition, % at 10 µM; actives 0.02% (n = 190,000);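 further: 0% = bound tracer without compound and 100% = peptide blocker; higher means less fluorescent Bim peptide bound to Bcl-W beads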
Target sequence (Q92843 whole entry, looked up): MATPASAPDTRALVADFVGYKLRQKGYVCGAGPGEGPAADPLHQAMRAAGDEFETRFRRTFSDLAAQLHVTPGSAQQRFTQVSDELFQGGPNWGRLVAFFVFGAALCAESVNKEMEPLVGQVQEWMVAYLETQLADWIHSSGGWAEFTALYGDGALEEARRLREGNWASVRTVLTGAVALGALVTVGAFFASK
RGS8-Gao reg = RGS8-Galphao binding modulators, primary screen, biochemical, multiplexed bead flow cytometry. actives 0.34% (n = 220,000). Guanine nucleotide-binding protein G(o) subunit alpha (Homo sapiens), P09471. response (percent of control binding), % at 10 µM. actives lie on both sides; in the data active means response below about 60% or above about 140%; inactive means in between;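 further: Galphao activated as the GDP aluminium fluoride complex binding bead-coupled RGS8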
Bim-Bfl-1 = inhibitors of Bim binding to Bfl-1, primary screen, biochemical, multiplexed, bead-based flow cytometry; Bcl-2-related protein A1 (Homo sapiens), Q16548; Bim-Bfl-1 binding inhibition; inhibition, % at 10 µM; actives 0.12% (n = 190,000); AID 1008, 2008;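 further: 0% = wells without compound plus tracer and 100% = blocker peptide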
RGS7-Gao reg = RGS7-Galphao binding modulators, primary screen, biochemical, multiplexed bead flow cytometry; Guanine nucleotide-binding protein G(o) subunit alpha (Homo sapiens), P09471; actives lie on both sides; binding response (% of control), % at 10 µM; actives 0.35% (n = 220,000); in the data active means binding response below about 49% or above about 150%; inconclusive means no clear call, values can overlap the other calls; inactive means in between;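 further: fluorescent Galphao held in activated GDP-AlF4 state binding bead-coupled RGS7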
RGS4-Gao reg = modulators of RGS4 binding to Galphao, primary screen, biochemical, multiplexed bead flow cytometry | binding response (% of control), % at 10 µM | AID 1415, 2008 | actives 0.33% (n = 220,000) | Guanine nucleotide-binding protein G(o) subunit alpha (Homo sapiens), P09471 | actives lie on both sides; in the data active means binding response below about 49% or above about 150%; inactive means in between;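 further: fluorescent Galphao activated with aluminum fluoride binding bead-coupled RGS4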
Mcl-1 Bim block = inhibitors of Bim peptide binding to Mcl-1, primary screen, biochemical, bead-based flow cytometry, multiplex. Bim peptide-Mcl-1 binding. Induced myeloid leukemia cell differentiation protein Mcl-1 (Homo sapiens), Q07820. actives 0.1% (n = 190,000). AID 1009, 2008. inhibition, % at 10 µM;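 further: 0% = no compound tracer wells and 100% = peptide blocker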
Bcl-B Bim block = inhibitors of Bim-Bcl-B binding, primary screen, biochemical, multiplexed, human Bcl-2 family | Bcl-2-like protein 10 (Homo sapiens), Q9HD36 | bead-based flow cytometry, Bim peptide-Bcl-B binding | inhibition, % at 10 µM | actives 0.073% (n = 190,000);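 further: 0% = tracer peptide without compound and 100% = reference inhibitor peptide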
Target sequence (Q9HD36 whole entry, looked up): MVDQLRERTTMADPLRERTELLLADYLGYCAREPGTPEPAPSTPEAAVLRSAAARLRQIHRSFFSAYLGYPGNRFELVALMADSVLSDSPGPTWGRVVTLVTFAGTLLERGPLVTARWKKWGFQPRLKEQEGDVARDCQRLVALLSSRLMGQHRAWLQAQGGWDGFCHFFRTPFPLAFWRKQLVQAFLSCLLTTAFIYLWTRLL
Mcl1 Noxa PPI = Mcl-1/Noxa binding inhibitors, primary screen, biochemical, TR-FRET, 1536-well; actives 1.5% (n = 220,000); TR-FRET Mcl-1/Noxa peptide binding, 2 h; Induced myeloid leukemia cell differentiation protein Mcl-1 (Homo sapiens), Q07820; inhibition, % at 21.7 µM;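 active means compounds that cut the protein-peptide binding signal by more than 50% relative to plate controls in a single-dose test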;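 further: His-tagged Mcl-1 with rhodamine Noxa BH3 peptide and terbium anti-His antibody; 0% = Mcl-1 plus Noxa peptide wells and 100% = peptide-only wells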
* = called active by the depositor; ? = inconclusive; / = no result given. Unless noted, no stated cut-off is given here; in the data, active means inhibition above about 40%.

SMILES	Bcl-2 Bim block	Mcl1 Bid PPI	Bcl-XL Bim block	Bcl-W Bim block	RGS8-Gao reg	Bim-Bfl-1	RGS7-Gao reg	RGS4-Gao reg	Mcl-1 Bim block	Bcl-B Bim block	Mcl1 Noxa PPI
Cc1c(C(=O)O)cccc1-n1c(C)cc(/C=C(/C#N)C(=O)NCc2ccccc2)c1C	-3.0	-26.5	-4.0	-3.0	99.5	-3.0	94.3	100.3	-1.0	-1.0	3.6
Cc1ccc2nc(-c3ccc(-c4ccccn4)s3)cn2c1	/	-25.8	/	/	100.4	/	?	105.5	/	/	29.8
O=C(COC(=O)CN=C1NS(=O)(=O)c2ccccc21)Nc1ccccc1OC(F)F	1.0	-18.6	-2.0	0.0	101.5	1.0	?	100.9	1.0	0.0	3.2
C/C(CCC(C)C)=N\NC(=O)COc1ccccc1-c1ccccc1	2.0	2.2	0.0	5.0	103.6	0.0	103.5	100.5	5.0	2.0	14.7
COc1cc(C(=O)NCc2ccco2)cc(OC)c1OC	-1.0	-32.7	0.0	0.0	101.1	-1.0	103.2	99.3	0.0	-1.0	11.9
Cc1n[nH]c(=O)nc1NCc1ccc(Cl)cc1	-4.0	-9.2	-5.0	-3.0	99.1	-4.0	101.9	90.5	-4.0	-5.0	-4.8
COc1ccc(CC(=O)Nc2ccc3nc(C)sc3c2)cc1OC	13.0	-43.7	21.0	14.0	94.2	17.0	108.0	104.5	14.0	8.0	31.2
Cc1ccc(C(=O)NCCCNCCCNC(=O)c2ccc(C)nc2)cn1	-10.0	-5.7	-4.0	-4.0	98.8	-9.0	98.0	99.8	-7.0	-13.0	2.4
Brc1ccc(OCCOCCN2CCOCC2)cc1	1.0	-18.5	0.0	0.0	108.0	-2.0	104.4	106.5	-4.0	-2.0	/
Cc1ccc(-n2c(=O)c(C#N)cc3c(=O)n4cccc(C)c4nc32)cc1	-2.0	-20.8	-2.0	2.0	100.9	-6.0	94.7	93.3	2.0	-2.0	-43.7
CCc1c(C)nc(SCC(=O)N2CCN(c3ccccc3OC)CC2)[nH]c1=O	-1.0	-19.3	-2.0	0.0	111.2	-8.0	106.7	110.5	0.0	-2.0	6.5
COc1ccccc1CN1C(=S)SC(C)(C)C1NO (configuration not stated)	-7.0	-37.5	-4.0	0.0	100.8	-10.0	98.1	102.5	-1.0	-6.0	2.1
Cc1ccccc1C(=O)c1c[nH]c(C(=O)NCCc2ccccn2)c1	1.0	-12.2	0.0	0.0	104.0	-4.0	?	102.1	0.0	1.0	8.6
C=C(C)CNC(=S)N1CCNC(=O)C1CC(=O)OC (configuration not stated)	-5.0	-61.9	-7.0	-2.0	96.8	0.0	95.1	92.5	-7.0	-4.0	8.3
Cc1ccc(NC(=O)c2cnccn2)cc1	-3.0	-28.7	-6.0	-1.0	98.1	-2.0	100.5	96.1	1.0	-1.0	10.8
O=C(NCCc1ccc(Cl)cc1)C1CCN(S(=O)(=O)N2CCCCC2)CC1	-6.0	-5.0	-2.0	-2.0	97.9	-2.0	95.6	98.4	-1.0	-2.0	3.9
CCC(=O)NCCNc1nc2cc(C)c(C)cc2cc1C#N	-2.0	-4.7	0.0	-1.0	102.3	-2.0	103.4	101.6	-2.0	-1.0	2.0
O=C(Cc1ccc(Br)cc1)Nc1ccc(Cl)cc1	-5.0	-4.7	-5.0	-1.0	97.8	-5.0	94.7	92.2	0.0	-10.0	0.1
O=C(Nc1ccc(F)cc1)c1ccc(-n2cncn2)c([N+](=O)[O-])c1	6.0	-10.1	0.0	1.0	100.7	4.0	?	96.8	-2.0	3.0	4.7
Cn1nc(C(=O)OCC(=O)Nc2cccc(S(=O)(=O)N3CCCC3)c2)c2ccccc2c1=O	/	-2.2	/	/	101.3	/	?	96.9	/	/	10.8
Cc1ccc(Nc2cc(C)nn2-c2nc(C)cc(=O)[nH]2)cc1	1.0	-66.8	-1.0	-3.0	98.5	-2.0	97.2	97.1	0.0	1.0	-96.0
COc1ccc2c(c1)C1NC(=S)N[C@@](C)(O2)C1C(=O)Nc1ccccc1 (some centres not stated)	-8.0	-10.5	6.0	3.0	99.0	5.0	101.2	98.7	3.0	-40.0	7.7
O=C1NC(=S)N/C1=C\C=C\c1ccccc1	/	-19.0	/	/	101.5	/	?	101.5	/	/	3.8
CC(=O)Nc1ccc(C(=O)Nc2ccc3c(c2)OCO3)cc1	4.0	-54.8	7.0	0.0	86.3	0.0	98.5	99.0	-2.0	0.0	21.2
Cc1ccc(C2=CC(c3cccs3)n3nnnc3N2)cc1 (configuration not stated)	-3.0	-4.5	1.0	3.0	103.4	-5.0	100.3	102.7	0.0	-2.0	17.2

2 consecutive compounds from above:
SMILES	Bcl-2 Bim block	Mcl1 Bid PPI	Bcl-XL Bim block	Bcl-W Bim block	RGS8-Gao reg	Bim-Bfl-1	RGS7-Gao reg	RGS4-Gao reg	Mcl-1 Bim block	Bcl-B Bim block	Mcl1 Noxa PPI
Cn1nc(C(=O)OCC(=O)Nc2cccc(S(=O)(=O)N3CCCC3)c2)c2ccccc2c1=O	/	-2.2	/	/	101.3	/	?	96.9	/	/	10.8
Cc1ccc(Nc2cc(C)nn2-c2nc(C)cc(=O)[nH]2)cc1	1.0	-66.8	-1.0	-3.0	98.5	-2.0	97.2	97.1	0.0	1.0	-96.0

Further structures:
SMILES	Bcl-2 Bim block	Mcl1 Bid PPI	Bcl-XL Bim block	Bcl-W Bim block	RGS8-Gao reg	Bim-Bfl-1	RGS7-Gao reg	RGS4-Gao reg	Mcl-1 Bim block	Bcl-B Bim block	Mcl1 Noxa PPI
O=C(Nc1nnc(COc2ccc(F)cc2)s1)c1cccs1	4.0	-0.2	1.0	-1.0	126.6	0.0	107.8	111.0	1.0	1.0	4.8
COc1ccc(C2C=C(c3ccccc3)Nc3ncnn32)cc1 (configuration not stated)	-8.0	-47.0	-5.0	-2.0	106.1	-12.0	104.9	107.7	0.0	-8.0	-8.7
COC(=O)C1CC(O)CN1C(=O)Nc1ccccc1 (configuration not stated)	0.0	-36.5	-1.0	0.0	102.3	-4.0	?	106.8	-2.0	-3.0	4.4
COc1ccccc1CSc1ncc(-c2ccc([N+](=O)[O-])cc2)[nH]1	3.0	-32.2	12.0	9.0	101.5	12.0	103.0	100.2	9.0	15.0	29.9
COc1ccc(Nc2nc(N)nc(COc3ccc(OC)cc3)n2)cc1	-12.0	-38.4	-6.0	-4.0	102.0	-9.0	98.8	102.4	-10.0	-6.0	11.3
COCCCNC(=S)N(Cc1ccccc1)Cc1ccccc1	1.0	-61.5	-4.0	0.0	77.6	-1.0	92.9	93.0	-3.0	-4.0	15.8
COc1ccc(NC(=O)CCCc2c[nH]c3ccccc23)cc1OC	0.0	-4.3	1.0	0.0	100.3	0.0	101.8	99.2	0.0	-2.0	-1.2
CC(=O)Nc1nnc(SCc2ccc(C(=O)Nc3ccccc3F)cc2)s1	0.0	10.2	-3.0	-2.0	100.6	-2.0	105.0	100.4	-2.0	-9.0	24.1
CCC(=O)N1CCc2cc(Br)cc(S(=O)(=O)C3(C(=O)OC)CC3)c21	-5.0	-16.0	0.0	1.0	97.9	-7.0	100.0	100.6	0.0	-4.0	14.4
O=C(Nn1c(C2CCC2)nc2ccccc2c1=O)C1CCC1	-8.0	-2.7	-7.0	-1.0	92.2	-15.0	85.8	88.7	-1.0	-6.0	5.0
CCOC(=O)Cn1nc(-c2ccc(F)cc2)oc1=O	-6.0	-12.0	23.0	1.0	102.6	-15.0	99.1	101.2	0.0	-6.0	-16.9
CNC(=O)c1cc2c(s1)-c1ccccc1CC2	1.0	0.5	2.0	1.0	99.5	6.0	95.5	102.8	-1.0	2.0	-11.7
O=C(COC(=O)c1ccco1)NC(c1ccccc1)c1ccccc1	0.0	-17.9	0.0	0.0	98.7	-1.0	120.8	99.3	1.0	-3.0	-1.6
CC(=O)N1CCc2cc(S(=O)(=O)CCC(=O)N3CCN(c4ccccn4)CC3)ccc21	-1.0	-6.1	-5.0	-5.0	99.8	-2.0	99.3	98.6	-1.0	-8.0	4.0
COc1ccc(-c2nnc(NC(=O)CSc3ccc(Cl)cc3)s2)cc1OC	14.0	22.9	1.0	1.0	100.4	12.0	104.6	101.0	-5.0	2.0	-1.2
COc1cc(S(=O)(=O)NCCc2ccc3c(c2)OCO3)ccc1-n1cnnn1	0.0	-25.5	0.0	-2.0	98.8	-4.0	91.1	88.9	0.0	-2.0	7.0
CCC(C)N(C)C1CCN(C(=S)Nc2cccc(OC)c2)CC1 (configuration not stated)	-2.0	-21.1	-2.0	-1.0	102.9	-1.0	97.5	101.9	0.0	-4.0	3.4
Cn1c(SCC(=O)Nc2nccs2)nnc1-c1ccc(S(=O)(=O)N2CCCC2)cc1	-1.0	-8.0	-2.0	-1.0	102.8	-3.0	97.3	102.0	0.0	0.0	13.6
Cc1ccccc1OCC(=O)NCCC1=CCCCC1	-7.0	-19.3	-7.0	-5.0	102.8	0.0	103.5	101.0	-8.0	-13.0	-4.2
Cc1ccc(OCc2cnc(Cl)s2)c(C)c1	-2.0	-6.0	-1.0	0.0	104.3	-4.0	84.3	94.1	0.0	-2.0	12.0
CCC1Oc2ccc(C)cc2N(CC(=O)N2CCN(c3ccc(F)cc3)CC2)C1=O (configuration not stated)	-4.0	-29.5	-4.0	0.0	106.0	-7.0	101.7	104.0	-2.0	-3.0	17.9
O=C(NCc1n[nH]c(=S)n1Cc1ccccc1)c1ccc(Cl)cc1Cl	-5.0	-55.4	-7.0	-2.0	94.1	1.0	95.2	95.3	-4.0	-26.0	9.9
CC1=NNC(=O)C1CCC(=O)N/N=C/c1ccccc1 (configuration not stated)	/	-34.3	/	/	102.2	/	?	104.2	/	/	4.5
CCSc1ccccc1C(=O)Nc1cc(OC)c(OC)c(OC)c1	2.0	-81.6	-1.0	0.0	98.3	-1.0	98.2	103.1	0.0	-4.0	29.3
N#Cc1ccc(C(=O)Nc2nc(SCc3ccc(Cl)cc3)n[nH]2)cc1	-1.0	-29.9	0.0	0.0	105.2	3.0	?	102.4	4.0	3.0	-35.4
O=C(Cc1ccccc1F)OCC(=O)N1CCc2ccccc21	0.0	7.7	-2.0	-4.0	98.2	-5.0	?	95.6	-3.0	-1.0	5.2
Cc1ccc(S(=O)(=O)NCC(=O)N(CC(=O)NCC2CCCO2)Cc2ccccc2)cc1 (configuration not stated)	-1.0	0.3	-3.0	-3.0	110.9	3.0	104.9	103.0	-1.0	0.0	11.6
Cn1nc(C(F)(F)F)c(CN2CC(C)(C)C2=O)c1N1CCOCC1	1.0	-18.7	0.0	2.0	99.4	-5.0	101.2	100.0	0.0	-2.0	18.9
COc1ccc(-n2c(/C=C3\C(=O)N(C)c4ccccc43)nc3ccccc3c2=O)cc1	/	44.7	/	/	102.5	/	?	99.8	/	/	12.3
